tim23-1 inh = growth inhibitors of tim23-1 mutant yeast, primary screen, luminescence, uHTS; S. cerevisiae tim23-1 growth, BacTiter-Glo luminescence, 24 h; inhibition, % at 20 µM; actives 1.3% (n = 330,000); AID 463212, 2010;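 active = growth inhibition of the mutant yeast at or above 50%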;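 note: temperature-sensitive mutant grown at 25 °C; plate controls were DMSO-treated mutant yeast for no effect and medium wells lacking yeast for full effect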
UPR CHOP act = activators of apoptotic CHOP UPR arm, primary screen, cell-based, CHO-CHOP luciferase reporter, luminescence, uHTS | activation, % at 10 µM | UPR activation; percent of tunicamycin response over DMSO baseline | actives 0.34% (n = 330,000);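 active = at 10 µM dose, activation of 40% or more, normalized to positive control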;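 note: 100% = tunicamycin at 10 µg/mL and 0% = DMSO alone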
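System: CHO-CHOP luciferase reporter cell line | Buffer or medium: F12 medium containing 10% fetal bovine serum | Doses: One dose, 10 µM in 0.5% DMSO | Times: 6 h compound exposure at 37 °C after overnight seeding | Signal: Luciferase luminescence | Read-out: % activation vs tunicamycin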
CCR6 antag = CCR6 receptor antagonists, primary screen, cell-based, CHO-K1, luminescence, beta-arrestin, uHTS; AID 493098, 2011; C-C chemokine receptor type 6 (Homo sapiens), P51684; CHO-K1 CCR6 PathHunter beta-arrestin, CCL20-stimulated; actives 0.49% (n = 340,000); inhibition, % at 20 µM;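 active = compounds whose inhibition of the agonist-driven luminescence signal at 20 µM reaches about 50%, limit read from the data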;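 note: cells stimulated with CCL20 at 14 nM final; plate controls were DMSO with CCL20 for no effect and DMSO without agonist for full effect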
Target sequence (P51684 whole entry, looked up): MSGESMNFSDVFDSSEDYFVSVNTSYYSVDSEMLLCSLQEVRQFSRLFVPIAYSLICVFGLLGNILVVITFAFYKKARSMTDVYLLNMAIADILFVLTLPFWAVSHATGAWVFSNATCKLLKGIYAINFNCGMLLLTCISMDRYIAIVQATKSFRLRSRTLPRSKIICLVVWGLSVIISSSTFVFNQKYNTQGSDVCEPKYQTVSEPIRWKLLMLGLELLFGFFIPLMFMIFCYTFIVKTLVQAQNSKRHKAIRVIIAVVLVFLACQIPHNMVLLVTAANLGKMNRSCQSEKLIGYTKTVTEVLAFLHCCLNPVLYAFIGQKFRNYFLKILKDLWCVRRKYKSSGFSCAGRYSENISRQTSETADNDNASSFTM
APJ ag = agonists of human apelin receptor APJ, primary screen, CHO-K1 cells, PathHunter beta-arrestin, luminescence; actives 0.11% (n = 330,000); P35414; AID 2520, 2010; activation, % at 20 µM; 0% DMSO wells, 100% apelin;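 active = activation more than six SD over the plate average, tested at 20 µM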;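 note: 0% = DMSO alone and 100% = apelin-13 at 10 nM; some results filed as inactive read as strong as hits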
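Test system: CHO-K1 APJ beta-arrestin complementation cell line. Amount: cell density 1000 per well. Controls: DMSO negative, 10 nM Apelin-13 positive. Signal: luminescent beta-gal fragment complementation, chemiluminescent substrate. Read-out basis: agonist-driven arrestin binding to APJ. Timing: compound stimulation 90 min at 25 °C, detection 60 min.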
Mdm2 MdmX PPI = inhibitors of human Mdm2-MdmX association, primary screen, cell-based, luminescence, split luciferase, SaOS-2, uHTS; Protein Mdm4 (Homo sapiens) + E3 ubiquitin-protein ligase Mdm2 (Homo sapiens), …; SaOS-2 split-luciferase Mdm2/MdmX complementation; inhibition, % at 8 µM; actives 3% (n = 330,000); AID 485346, 2010;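 active = inhibition of at least 50% at 8 µM in the primary screen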
CXCR6 block = CXCR6 receptor inhibitors, primary screen, cell-based, beta-arrestin, luminescence, CHO-K1 PathHunter, 1536-well; C-X-C chemokine receptor type 6 (Homo sapiens), O00574; inhibition, % at 20 µM; actives 0.36% (n = 360,000); in the data active = inhibition above about 34%, passing the limit was not always enough;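 note: antagonist mode with CXCL16 agonist at 10 nM final; 0% = 10 nM CXCL16 with DMSO and 100% = unstimulated wells without agonist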
Target sequence (O00574 whole entry, looked up): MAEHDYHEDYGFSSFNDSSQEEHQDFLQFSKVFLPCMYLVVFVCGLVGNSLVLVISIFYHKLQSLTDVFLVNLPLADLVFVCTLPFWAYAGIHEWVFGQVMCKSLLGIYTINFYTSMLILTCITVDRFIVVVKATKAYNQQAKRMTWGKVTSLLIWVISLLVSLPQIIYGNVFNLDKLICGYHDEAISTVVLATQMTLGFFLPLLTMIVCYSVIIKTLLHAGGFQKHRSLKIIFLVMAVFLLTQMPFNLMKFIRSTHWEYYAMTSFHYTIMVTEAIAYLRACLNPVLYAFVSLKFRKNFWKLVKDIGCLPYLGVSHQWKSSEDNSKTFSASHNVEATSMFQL
EBI2 block = EBI2 receptor antagonists, beta-arrestin recruitment, primary screen, cell-based, luminescence, 7a,25-OHC stimulation, uHTS; 7a,25-OHC stimulated; inhibition, % at 5 µM; AID 651636, 2012; G-protein coupled receptor 183 (Homo sapiens), P32249; actives 0.81% (n = 360,000); in the data active = inhibition above about 38%;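 note: enzyme fragment complementation signal reports receptor beta-arrestin coupling in cells; 0% = agonist plus DMSO wells and 100% = wells without agonist; some results beyond the cut were filed as inactive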
Target sequence (P32249 whole entry, looked up, the tested form may be a part): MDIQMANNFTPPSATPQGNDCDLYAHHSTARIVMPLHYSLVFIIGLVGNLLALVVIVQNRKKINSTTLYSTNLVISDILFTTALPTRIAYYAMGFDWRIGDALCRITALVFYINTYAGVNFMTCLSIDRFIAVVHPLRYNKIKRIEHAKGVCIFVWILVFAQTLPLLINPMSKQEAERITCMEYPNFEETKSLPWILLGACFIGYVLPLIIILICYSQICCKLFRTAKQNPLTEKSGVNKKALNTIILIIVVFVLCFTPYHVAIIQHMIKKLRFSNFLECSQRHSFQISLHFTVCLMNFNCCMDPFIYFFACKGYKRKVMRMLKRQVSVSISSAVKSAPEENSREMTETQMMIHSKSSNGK
XBP1 UPR activ = activators of adaptive XBP1 UPR arm, primary screen, cell-based, CHO-XBP1 luciferase reporter, luminescence, uHTS | IRE1-XBP1 UPR activation; percent of tunicamycin response, DMSO as zero | activation, % at 20 µM | actives 0.33% (n = 330,000);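 active = versus positive control, 20 µM dose yields 30% or more activation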;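 note: 100% = tunicamycin at 10 µg/mL and 0% = DMSO only wells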
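Material: CHO cell line with stable XBP1 luciferase reporter; schedule: 16-18 h cell attachment at 37 °C, then 6 h compound exposure; signal: glow luminescence from Steady-Glo reagent; medium: serum-containing F12 medium, 10% FBS; benchmarks: tunicamycin 10 µg/mL and vehicle-only wells; read-out: percent activation relative to tunicamycin reference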
APJ antag = antagonists of human apelin receptor APJ, primary screen, CHO-K1 cells, beta-arrestin complementation, luminescence. inhibition, % at 20 µM. AID 2521, 2010. actives 0.32% (n = 330,000). P35414;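 active = inhibition above about 40% at 20 µM, limit read from the data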;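 note: cells challenged with 10 nM apelin-13 agonist together with compound; plate controls were apelin-13 plus DMSO wells for no effect and DMSO wells lacking apelin-13 for full effect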
Active calls of the source: *.

Results for COc1ccccc1C(=O)NC(=O)COC(=O)Cc1ccccc1[N+](=O)[O-] ?
tim23-1 inh: 7; UPR CHOP act: 1.3; CCR6 antag: 15; APJ ag: -7; Mdm2 MdmX PPI: 26; CXCR6 block: -3; EBI2 block: 1; XBP1 UPR activ: 0; APJ antag: -21

How did CCc1ccc2c(c1)C(NC(C)=O)C(=O)N2CC (stereo not given) do in these assays?
tim23-1 inh: 9; UPR CHOP act: 1.8; CCR6 antag: 3; APJ ag: 1; Mdm2 MdmX PPI: -19; CXCR6 block: -2; EBI2 block: -3; XBP1 UPR activ: 1; APJ antag: 9

Results for COC(=O)CNC(=O)/C=C/c1cc(Br)ccc1OC ?
tim23-1 inh: 12; UPR CHOP act: 1.2; CCR6 antag: 7; APJ ag: 3; Mdm2 MdmX PPI: -8; CXCR6 block: -1; EBI2 block: -7; XBP1 UPR activ: -2; APJ antag: 4

How did O=[N+]([O-])c1ccccc1/C=N/n1c(COc2ccccc2)n[nH]c1=S do in these assays?
tim23-1 inh: 19; UPR CHOP act: -0.8; CCR6 antag: 12; APJ ag: -1; Mdm2 MdmX PPI: 10; CXCR6 block: 3; EBI2 block: 9; XBP1 UPR activ: -3; APJ antag: 8

Results for COC(=O)NNC1=CC(=O)CC(C)(C)C1 ?
tim23-1 inh: -4; UPR CHOP act: -0.5; CCR6 antag: 10; APJ ag: -1; Mdm2 MdmX PPI: 23; CXCR6 block: 4; EBI2 block: -2; XBP1 UPR activ: -2; APJ antag: -26

Results for Nc1ccc(C(=O)OCc2nc3ccccc3s2)cc1 ?
tim23-1 inh: 14; UPR CHOP act: 1.2; CCR6 antag: 7; APJ ag: -1; Mdm2 MdmX PPI: -11; CXCR6 block: -3; EBI2 block: -9; XBP1 UPR activ: 0; APJ antag: 9

Results for COc1cc(-c2nc(-c3ccc(NC(=O)c4ccc(Br)o4)cc3)no2)cc(OC)c1OC ?
tim23-1 inh: 16; UPR CHOP act: 4.3; CCR6 antag: -9; APJ ag: 2; Mdm2 MdmX PPI: 23; CXCR6 block: -1; EBI2 block: -14; XBP1 UPR activ: 7; APJ antag: -20

What do the screens show for `N/C(=N\OC(=O)c1cc(Br)ccc1Cl)c1ccccn1`?
tim23-1 inh: 62*; UPR CHOP act: 4.5; CCR6 antag: -20; APJ ag: 0; Mdm2 MdmX PPI: -103; CXCR6 block: -18; EBI2 block: -25; XBP1 UPR activ: -1; APJ antag: -82

What do the screens show for `COc1ccc(OC2CCN(S(=O)(=O)c3ccc(C(C)=O)cc3)CC2)cc1`?
tim23-1 inh: 13; UPR CHOP act: 0.5; CCR6 antag: 18; APJ ag: 0; Mdm2 MdmX PPI: 6; CXCR6 block: -7; EBI2 block: 22; XBP1 UPR activ: -5; APJ antag: 0

Results for Cc1ccc2[nH]cc(CCNC(=O)c3cccs3)c2c1 ?
tim23-1 inh: 12; UPR CHOP act: 1.0; CCR6 antag: 14; APJ ag: -2; Mdm2 MdmX PPI: -13; CXCR6 block: 10; EBI2 block: 1; XBP1 UPR activ: -6; APJ antag: -2

What do the screens show for `CCN(CC)S(=O)(=O)c1ccc(Cl)c(NC(=O)c2ccccc2C)c1`?
tim23-1 inh: 0; UPR CHOP act: -1.3; CCR6 antag: 3; APJ ag: -7; Mdm2 MdmX PPI: 13; CXCR6 block: -11; EBI2 block: -10; XBP1 UPR activ: 1; APJ antag: -6

Results for O=C(c1ccc2snnc2c1)N1CCCCC1 ?
tim23-1 inh: 9; UPR CHOP act: -0.9; CCR6 antag: -2; APJ ag: 2; Mdm2 MdmX PPI: 26; CXCR6 block: -7; EBI2 block: 6; XBP1 UPR activ: -3; APJ antag: 6

Results for CCOc1cc(C(=O)N(C)c2ccccc2)cc(OCC)c1OCC ?
tim23-1 inh: 23; UPR CHOP act: 0.5; CCR6 antag: 0; APJ ag: -3; Mdm2 MdmX PPI: -4; CXCR6 block: 3; EBI2 block: 9; XBP1 UPR activ: 6; APJ antag: -5

What do the screens show for `CCn1nnnc1SCC(=O)Nc1ccc(OC)cc1`?
tim23-1 inh: 14; UPR CHOP act: 3.0; CCR6 antag: 10; APJ ag: 1; Mdm2 MdmX PPI: -6; CXCR6 block: 2; EBI2 block: -18; XBP1 UPR activ: -2; APJ antag: 10

What do the screens show for `O=C1CSC(c2ccccc2)N1c1ccccc1F` (stereo not given)?
tim23-1 inh: 7; UPR CHOP act: 0.2; CCR6 antag: 5; APJ ag: -4; Mdm2 MdmX PPI: -4; CXCR6 block: 1; EBI2 block: -1; XBP1 UPR activ: 2; APJ antag: -1

How did C=CCn1cc([N+](=O)[O-])nc1C do in these assays?
tim23-1 inh: 1; UPR CHOP act: 2.1; CCR6 antag: 1; APJ ag: -1; Mdm2 MdmX PPI: 20; CXCR6 block: -6; EBI2 block: -5; XBP1 UPR activ: -2; APJ antag: -4

What do the screens show for `CC(C)(C)NC(=O)C(c1ccc(F)cc1)N(CC1CCCO1)C(=O)c1csnn1` (stereo not given)?
tim23-1 inh: 18; UPR CHOP act: 0.7; CCR6 antag: -3; APJ ag: 0; Mdm2 MdmX PPI: 5; CXCR6 block: -2; EBI2 block: 1; XBP1 UPR activ: -1; APJ antag: -2

Results for Cc1ccc(/C=N/NC(=O)CSCc2ccc(Cl)cc2)cc1 ?
tim23-1 inh: 42; UPR CHOP act: -0.1; CCR6 antag: 2; APJ ag: -1; Mdm2 MdmX PPI: 10; CXCR6 block: -3; EBI2 block: 62*; XBP1 UPR activ: 2; APJ antag: 12

How did O=C(CCn1cccc1)Nc1ccccc1F do in these assays?
tim23-1 inh: 0; UPR CHOP act: -3.8; CCR6 antag: 15; APJ ag: -3; Mdm2 MdmX PPI: -4; CXCR6 block: 1; EBI2 block: -2; XBP1 UPR activ: 3; APJ antag: 1

How did O=C(c1cc([N+](=O)[O-])cc([N+](=O)[O-])c1)N(c1ccccn1)c1ccccn1 do in these assays?
tim23-1 inh: 32; UPR CHOP act: 2.0; CCR6 antag: -7; APJ ag: 5; Mdm2 MdmX PPI: -2; CXCR6 block: -4; EBI2 block: -15; XBP1 UPR activ: 1; APJ antag: -43

Results for Cc1cc(NC(=O)CCC(=O)N(Cc2cccnc2)C(C(=O)NC(C)(C)C)c2ccccc2Cl)no1 (stereo not given) ?
tim23-1 inh: 6; UPR CHOP act: 0.6; CCR6 antag: 5; APJ ag: -4; Mdm2 MdmX PPI: 0; CXCR6 block: -4; EBI2 block: 4; XBP1 UPR activ: -2; APJ antag: 1

What do the screens show for `O=C(Nc1sc2c(c1C(=O)NCCCO)CCCC2)c1ccccc1`?
tim23-1 inh: 40; UPR CHOP act: -1.5; CCR6 antag: 11; APJ ag: -4; Mdm2 MdmX PPI: 10; CXCR6 block: 11; EBI2 block: 2; XBP1 UPR activ: -1; APJ antag: -4

What do the screens show for `O=C(Nc1ccc(Cl)cc1)N1CCC(c2nc(-c3cccs3)no2)CC1`?
tim23-1 inh: 45; UPR CHOP act: -1.7; CCR6 antag: 4; APJ ag: -3; Mdm2 MdmX PPI: 19; CXCR6 block: 4; EBI2 block: 22; XBP1 UPR activ: -1; APJ antag: 24

How did COc1ccc(CCNC(=O)c2ccc(NC3=NC4CS(=O)(=O)CC4S3)cc2)cc1OC (stereo not given) do in these assays?
tim23-1 inh: 8; UPR CHOP act: 0.5; CCR6 antag: 8; APJ ag: 7; Mdm2 MdmX PPI: 40; CXCR6 block: 6; EBI2 block: 1; XBP1 UPR activ: 0; APJ antag: -9

Results for COc1cc2c(cc1OC)C(C)N(C(=S)Nc1ccccc1)CC2 (stereo not given) ?
tim23-1 inh: 35; UPR CHOP act: 1.1; CCR6 antag: 4; APJ ag: 4; Mdm2 MdmX PPI: 28; CXCR6 block: -6; EBI2 block: -4; XBP1 UPR activ: -1; APJ antag: -9

What do the screens show for `O=C1c2ccccc2C(=O)N1Cc1nc(-c2ccccn2)no1`?
tim23-1 inh: 5; UPR CHOP act: -0.1; CCR6 antag: -7; APJ ag: -6; Mdm2 MdmX PPI: 12; CXCR6 block: -3; EBI2 block: 0; XBP1 UPR activ: -1; APJ antag: 8

Results for CCCCN(CC)CCCNC(=O)c1cn(-c2ccc(OC)cc2)c(=O)c2ccccc12 ?
tim23-1 inh: -7; UPR CHOP act: 0.9; CCR6 antag: 13; APJ ag: 0; Mdm2 MdmX PPI: 21; CXCR6 block: 6; EBI2 block: -12; XBP1 UPR activ: 0; APJ antag: 1

How did CN(C)c1nc(SCCOC(=O)c2ccccc2)nc(N(C)C)n1 do in these assays?
tim23-1 inh: 18; UPR CHOP act: 1.6; CCR6 antag: 12; APJ ag: -2; Mdm2 MdmX PPI: -2; CXCR6 block: -5; EBI2 block: 9; XBP1 UPR activ: -2; APJ antag: 9

Results for Cc1ccc(NS(=O)(=O)c2ccc(C(=O)NCCCN3CCCC3=O)cc2)cc1 ?
tim23-1 inh: 6; UPR CHOP act: 1.6; CCR6 antag: 4; APJ ag: -7; Mdm2 MdmX PPI: 12; CXCR6 block: -6; EBI2 block: 0; XBP1 UPR activ: 0; APJ antag: -6

How did Cc1ccc(N2C(=O)[C@@H]3C(C(=O)CCN4C(=O)c5ccccc5C4=O)=NN[C@@H]3C2=O)cc1 do in these assays?
tim23-1 inh: 12; UPR CHOP act: -2.7; CCR6 antag: 3; APJ ag: -2; Mdm2 MdmX PPI: 3; CXCR6 block: 4; EBI2 block: -4; XBP1 UPR activ: -1; APJ antag: 5

Results for Cc1ccc(C(=O)NCCSc2ccccc2)cc1S(=O)(=O)Nc1ccccc1 ?
tim23-1 inh: 18; UPR CHOP act: -0.6; CCR6 antag: 13; APJ ag: -1; Mdm2 MdmX PPI: 3; CXCR6 block: 2; EBI2 block: 16; XBP1 UPR activ: -1; APJ antag: -17

Results for CCOC(=O)/C=C1\SCC(=O)N1CC(=O)Nc1ccc(C(C)C)cc1 ?
tim23-1 inh: -12; UPR CHOP act: -0.7; CCR6 antag: 3; APJ ag: 7; Mdm2 MdmX PPI: 9; CXCR6 block: 3; EBI2 block: -17; XBP1 UPR activ: 1; APJ antag: 3

Screening data as filed in PubChem BioAssay.

The list is partial, so the mix of outcomes need not match the whole.
